Screening data as filed in PubChem BioAssay.
AddAB inh: growth inhibition of E. coli expressing H. pylori AddAB, primary screen, AddAB inhibitor project, absorbance; inhibition, % at 11.9 µM; actives 0.29% (n = 330,000); AID 435030, 2010; in the data active = inhibition above about 12%;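 also: 0% = vehicle wells of infected cells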
PvdQ acylase: P. aeruginosa PvdQ acylase inhibitors, primary screen, biochemical, fluorescence, plate reader and imaging, single point. purified PvdQ acylase. actives 0.063% (n = 340,000). inhibition, % at 10 µM. PvdQ acylase [Pseudomonas aeruginosa LESB58]; in the data active = inhibition above about 30%, passing the limit was not always enough;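 also: 0% = vehicle neutral wells and 100% = reference inhibitor wells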
Tat transport: E. coli Tat export inhibitors, primary screen, MC4100, TorA-mCherry reporter, fluorescence, single point; inhibition, % at 10 µM; actives 0.036% (n = 340,000); AID 488895, 2010;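 active = mean replicate inhibition at least 50% and at least half of replicates individually reaching 50%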;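 also: exported cargo escapes ClpAP degradation while cytoplasmic cargo is degraded and loses fluorescence; 0% = median of neutral control wells and 100% = median of NaSCN control wells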
Wnt bcat act: Wnt/beta-catenin pathway activators, primary screen, cell-based, plate reader, single point. Wnt/beta-catenin reporter cell assay, activator. activation, % at 9.35 µM. actives 1.2% (n = 300,000); in the data active = activation above about 30%, passing the limit was not always enough;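 also: 0% = neutral control wells and 100% = positive control wells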
Ecoli viability: E. coli V3065 growth inhibition, primary screen, counter-screen for AddAB inhibitor project, absorbance, OD600; inhibition, % at 11.9 µM; 18 h; actives 0.27% (n = 330,000);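 active = inhibition above the campaign's mean inhibition across all tested compounds plus 3 SD, cut at about 9.9% in these data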;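 also: uninfected addAB+ strain grown without phage in ampicillin broth; 0% = DMSO wells and 100% = ciprofloxacin 0.95 µg/ml wells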
phage Ecoli inh: growth loss of phage-infected E. coli, primary screen, RecBCD inhibitor project, absorbance, with phage, HTS; actives 0.26% (n = 360,000); inhibition, % at 11.9 µM; in the data active = inhibition above about 11%
CAL PDZ FP: CAL PDZ peptide-binding inhibitors, primary screen, biochemical, fluorescence polarization, Cer-tagged CAL PDZ, HTS. inhibition, % at 20 µM. purified CAL PDZ, TMR-peptide fluorescence polarization, 1 h. Golgi-associated PDZ and coiled-coil motif-containing protein (Homo sapiens), Q9HD26. actives 0.02% (n = 330,000);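 active = highest replicate inhibition of at least 40%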;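 also: plate controls were DMSO neutral control wells for no effect and unlabeled competitor peptide control wells for full effect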
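System: tagged CAL PDZ domain. Schedule: 1 h room-temperature incubation prior to read. Signal: fluorescence polarization (mP). Measure: percent inhibition from loss of millipolarization.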
DAGLB inhibitor: DAGLB lipase inhibitors, primary screen, biochemical, fluorescence, HTS; Diacylglycerol lipase-beta (Homo sapiens), Q8NCG7; HEK293T DAGLB membrane lysate, EnzChek fluorogenic substrate; inhibition, % at 5.17 µM; actives 0.059% (n = 340,000); AID 504411, 2011; in the data active = inhibition above about 34%;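 also: 0% = enzyme with vehicle and 100% = wells lacking enzyme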
Target sequence (Q8NCG7 whole entry, looked up): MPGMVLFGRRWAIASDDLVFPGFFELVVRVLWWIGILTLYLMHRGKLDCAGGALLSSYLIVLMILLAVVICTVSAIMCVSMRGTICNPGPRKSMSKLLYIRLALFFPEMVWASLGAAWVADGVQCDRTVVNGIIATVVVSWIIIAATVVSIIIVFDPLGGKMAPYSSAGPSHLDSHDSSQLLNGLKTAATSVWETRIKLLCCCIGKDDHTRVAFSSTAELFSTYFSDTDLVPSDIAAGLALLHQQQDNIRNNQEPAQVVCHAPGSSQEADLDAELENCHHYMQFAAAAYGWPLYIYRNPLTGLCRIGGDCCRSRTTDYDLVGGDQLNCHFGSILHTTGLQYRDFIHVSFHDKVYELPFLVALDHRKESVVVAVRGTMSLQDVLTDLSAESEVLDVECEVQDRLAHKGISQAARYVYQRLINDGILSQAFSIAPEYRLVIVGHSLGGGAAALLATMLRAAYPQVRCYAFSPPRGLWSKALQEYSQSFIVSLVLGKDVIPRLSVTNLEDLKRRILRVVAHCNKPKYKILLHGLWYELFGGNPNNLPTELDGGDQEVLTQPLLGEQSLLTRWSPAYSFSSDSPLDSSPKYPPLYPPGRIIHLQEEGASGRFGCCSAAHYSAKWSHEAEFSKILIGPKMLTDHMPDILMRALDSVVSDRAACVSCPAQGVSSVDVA
PfHsp90 yeast 2: growth inhibition of PfHsp90-expressing yeast, primary screen, antimalarial PfHsp90 inhibitor project, S. cerevisiae, BacTiter-Glo luminescence, single point, set 2; BacTiter-Glo ATP, 48 h; yeast lacking PDR1 and PDR3 efflux regulators; inhibition, % at 9.4 µM; actives 0.32% (n = 310,000); AID 504621, 2011;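 active = every replicate shows inhibition above about 80%, whatever the replicate mean, limit read from the data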;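 also: 0% = DMSO neutral controls and 100% = 20 µM radicicol positive controls; yeast relying on Plasmodium falciparum Hsp90 in place of its own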
Rtt109 Vps75: inhibitors of C. albicans Rtt109/Vps75 HAT, primary screen, biochemical, ThioGlo CoA-SH fluorescence, plate reader; purified Rtt109/Vps75, 4 h; inhibition, % at 34.9 µM; AID 540336, 2011; Histone acetyltransferase RTT109 (Candida albicans (strain SC5314 / ATCC MYA-2876)), …; actives 0.16% (n = 330,000);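 active = inhibition of at least 50% in every replicate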
Target sequence (Q5AAJ8 whole entry, looked up): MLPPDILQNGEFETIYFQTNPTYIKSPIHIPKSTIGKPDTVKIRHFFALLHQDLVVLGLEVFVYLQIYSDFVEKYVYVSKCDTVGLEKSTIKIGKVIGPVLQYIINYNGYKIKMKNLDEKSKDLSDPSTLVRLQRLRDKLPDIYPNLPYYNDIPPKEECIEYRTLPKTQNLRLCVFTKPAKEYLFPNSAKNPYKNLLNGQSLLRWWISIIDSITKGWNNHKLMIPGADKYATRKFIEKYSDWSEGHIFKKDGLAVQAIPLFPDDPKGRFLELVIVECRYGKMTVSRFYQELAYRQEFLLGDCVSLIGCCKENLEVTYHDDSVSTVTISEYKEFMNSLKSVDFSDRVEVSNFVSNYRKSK
Starred values were filed as active, the others as inactive; / = not tested or not shown.

SMILES,AddAB inh,PvdQ acylase,Tat transport,Wnt bcat act,Ecoli viability,phage Ecoli inh,CAL PDZ FP,DAGLB inhibitor,PfHsp90 yeast 2,Rtt109 Vps75
COc1ccc(-c2nc(Cn3c(SCc4ccccc4F)nc4ccncc43)c(C)o2)cc1,-3.5,7,12,4,0.5,2.0,1.1,-4,-1,1
COC(=O)c1cc2ccsc2n1Cc1ccccc1F,5.0,-11,1,-3,-0.7,5.3,0.0,-7,9,-9
O=C(Cn1nc(Cc2cccnc2)c2ccccc2c1=O)N1CCN(C(=O)c2ccco2)CC1,2.7,-6,2,-1,-0.2,-0.9,0.0,-2,8,2
Cc1ccccc1-c1noc(-c2cccs2)n1,-0.6,-12,-2,18,-2.8,0.8,-1.1,-21,2,0
Cc1[nH]c2ccccc2c1SCc1nnc(SCc2ccc(Cl)cc2)n1C,6.9,-10,11,-22,0.7,1.1,0.3,-4,-6,-1
NC(=O)c1sc2cc(C(F)(F)F)cnc2c1-c1ccccc1,-0.5,24,15,-3,-1.3,5.7,/,-3,7,1
c1ccc(-c2ccccc2OCCOCCN2CCCCC2)cc1,-0.8,6,6,4,-1.3,3.4,-0.2,-2,0,0
CC1=CC(C)(C)n2c(O)c(N=N)c3c(C)ccc1c32,1.5,-10,-1,-2,-0.5,4.8,0.7,-1,1,-8
CCCCC(CC)COP(=O)(OCC(CC)CCCC)OCC(CC)CCCC (stereo unspecified),-0.2,-15,-2,1,0.2,2.7,0.4,0,-8,-4
O=C1SCCN1N=Cc1ccc([N+](=O)[O-])o1,/,-6,-2,7,/,69*,0.6,0,-25,-9
CCOc1ccc(CC(=O)N/N=C/c2sccc2C)cc1,/,-7,4,0,/,1.4,-2.1,-1,26,3
O=S(=O)(c1ccc(Br)cc1)N1CCCN(Cc2ccccc2F)CC1,4.1,-11,-2,/,-1.0,2.4,0.4,-8,-2,2
COc1ccc(C(F)(F)F)cc1N/C=C\c1nnnn1-c1ccc(C)cc1,2.2,-4,12,/,2.1,2.9,0.0,-15,/,7
COc1ccc(O)c(CN2CCCC(N3CCN(c4ccc(F)cc4)CC3)C2)c1 (stereo unspecified),-0.6,-11,2,0,-1.6,0.3,0.2,1,-8,-2
O=C(CNC(=S)N(Cc1ccccc1)Cc1ccccc1F)NCc1ccc(Cl)cc1,/,-13,18,0,/,2.6,-0.5,-7,-55,-1
CCNS(=O)(=O)c1ccc(C)c(-n2cnnn2)c1C,-0.3,3,-10,-5,-0.2,1.4,-0.8,0,19,9
Cc1ccc(CNC(=O)c2cc(S(=O)(=O)N3CCCCC3)ccc2N2CCOCC2)cc1,-0.1,-13,9,-2,-0.5,0.3,-1.7,-2,12,-1
Clc1ccccc1-c1csc(Nc2cccnc2)n1,-0.9,-14,-2,13,-2.9,-0.7,0.0,1,0,-11
Cc1ncoc1C(=O)N1CCc2c([nH]c3ccccc23)C1c1ccccc1F (stereo unspecified),3.6,-9,7,4,0.5,4.4,0.3,-1,-4,8
CCCCNC(=O)Cn1c(=O)c2c(ncn2CC)n(Cc2ccccc2)c1=O,2.4,-6,10,0,-0.5,-0.7,-0.4,-2,-19,2
CCCCCCSc1nsc(NC(=O)CCC)n1,0.1,-9,3,8,1.2,4.2,-2.0,-5,3,-10
O=C(COC(=O)Cn1cnc2ccccc21)Nc1cccc([N+](=O)[O-])c1,0.0,1,-7,0,2.7,3.0,-0.4,-2,15,-2
Cc1ccccc1Nc1nc(N)nc(COC(=O)[C@@H](NC(=O)c2c(F)cccc2F)C(C)C)n1,1.4,-11,2,-2,1.9,5.4,-1.4,1,-2,4
CC(C)CCN1CC(C(=O)NCc2ccccc2)CC1=O (stereo unspecified),-2.9,-8,-6,/,-0.7,1.0,-2.3,0,-3,2
Cc1ccc(NC2=NC3(CCCCC3)N=C(N)N2)c(C)c1,2.2,-7,-11,-5,-1.5,0.9,-0.3,-2,12,-4

The final 2 compounds of the section before open the next one:
SMILES,AddAB inh,PvdQ acylase,Tat transport,Wnt bcat act,Ecoli viability,phage Ecoli inh,CAL PDZ FP,DAGLB inhibitor,PfHsp90 yeast 2,Rtt109 Vps75
CC(C)CCN1CC(C(=O)NCc2ccccc2)CC1=O (stereo unspecified),-2.9,-8,-6,/,-0.7,1.0,-2.3,0,-3,2
Cc1ccc(NC2=NC3(CCCCC3)N=C(N)N2)c(C)c1,2.2,-7,-11,-5,-1.5,0.9,-0.3,-2,12,-4
CCOc1ccc(CC(=O)N2CCN(c3ccc(N4CCOCC4)nn3)CC2)cc1OCC,0.9,-10,-8,0,-0.1,0.4,-0.4,2,0,-5
Cc1nc(-c2nnc(SCC(=O)Nc3ccc(C(F)(F)F)cc3)n2C)cs1,1.6,-11,-9,-2,1.2,2.5,0.2,-4,9,3
Cc1oc(-c2cc(F)ccc2F)nc1CN1CCC(C(=O)N2CCOCC2)CC1,1.7,-14,-1,5,1.9,-0.4,-1.6,-2,-19,-2
Cc1ccc(C(=O)CNc2nc3c(c(=O)[nH]c(=O)n3C)n2Cc2ccccc2)cc1,1.8,-10,5,/,2.1,1.4,-0.7,-1,-17,5
Fc1ccccc1Cn1nnc2c(NCCc3ccccn3)ncnc21,0.0,-7,-8,/,-1.7,2.6,-1.3,1,-5,-10
O=C(c1scc2c1CCCC2)N1CCOCC1,1.0,-16,-1,-1,-1.9,-0.2,0.3,0,-10,-2
CCC(NC(=O)NCCCn1ccnc1)(C(F)(F)F)C(F)(F)F,1.3,9,-6,/,1.2,3.6,0.0,0,7,6
C=CCOc1c(Br)cc(C2NC(=O)NC(C)=C2C(C)=O)cc1OCC (stereo unspecified),0.8,-11,4,/,0.9,1.3,-1.6,1,-8,3
CC(C)Cc1ccc(C(C)C(=O)Nc2ccccc2O)cc1 (stereo unspecified),2.4,-12,12,-4,3.8,3.4,-1.7,-3,1,2
O=C(CCC1CCCN(C(=O)Cn2cnnn2)C1)NCc1ccc(F)c(F)c1 (stereo unspecified),0.5,-19,-9,0,-0.1,3.6,-1.4,-9,0,3
CCC(CC)C(=O)NCCc1cc2c(C)ccc(C)c2[nH]c1=O,1.4,-6,4,0,2.1,1.1,-0.6,2,9,-1
O=C(OCCN1CCN(C2=NS(=O)(=O)c3ccccc32)CC1)c1ccccc1F,0.5,-12,-4,1,0.2,1.6,-2.4,-1,28,-31
C(#Cc1c(-c2ccsc2)sc2ccccc12)c1ccsc1,-0.6,6,-13,-3,-0.4,0.6,0.1,-18,1,0
Cc1ccc(S(=O)(=O)n2nc(OC(=O)c3ccco3)cc2N)cc1,-1.9,-9,0,-3,-4.8,-0.2,-1.0,6,/,3
COc1ccc(CCNC(=O)CCNC(=O)c2ccc([N+](=O)[O-])cc2)cc1,-1.2,-5,0,-1,-2.0,0.1,0.7,0,-27,-13
CC1CN(C(=O)N2CCOCC2)CCN1C(=O)N1CCOCC1 (stereo unspecified),-1.0,5,-5,/,-2.0,-0.9,-2.4,-1,1,-2
CN(CC(=O)Nc1cccc(F)c1)C(=O)c1ccc(N2CCOCC2)c([N+](=O)[O-])c1,-2.9,-7,-9,-1,-0.8,1.5,-0.6,5,-12,-1
CS/C(=N\NC(N)=O)c1ccccc1,0.3,-9,0,/,-1.3,1.7,-3.6,3,30,-6
Cc1ccc(Cl)cc1S(=O)(=O)N1CCC(C(=O)NC2CCN(Cc3ccccc3)CC2)CC1,0.3,-8,-1,-6,2.0,4.4,-0.7,-2,-11,-4
COc1ccccc1NC(=O)CSc1nnnn1-c1ccccc1F,-0.4,3,-1,-1,-0.3,4.8,-1.6,-4,/,4
C/C(=N\Nc1ccc(S(=O)(=O)N2CCOCC2)cc1[N+](=O)[O-])C(C)C,-1.9,-7,-4,0,0.9,-0.1,0.2,6,5,14
COc1ccccc1-c1nc(C#N)c(NCCCn2ccnc2)o1,1.6,-7,0,1,1.3,0.4,0.2,-2,-1,-6
CCCn1c(C)cc(C(=O)COC(=O)CN=C2NS(=O)(=O)c3ccccc32)c1C,3.7,-6,-13,/,0.4,3.6,-1.6,2,-62,-5
COc1ccc(C(=O)Nc2cc(C)on2)cc1[N+](=O)[O-],4.8,-3,0,-1,0.5,2.1,-1.0,2,24,-6
Cc1cccc(Oc2ccc(S(=O)(=O)N3CCCCC3)cc2N)c1,3.2,-7,2,13,1.1,4.0,1.6,-4,-20,1
COc1ccc(-c2nnc(SCC(=O)Nc3ccc(C(=O)O)cc3)n2-c2ccc(Cl)cc2)cc1,/,0,14,3,/,-1.1,-2.3,3,6,-2
Cc1ccc(N2C(=O)CC(c3ccsc3)C3=C2CC(C)(C)CC3=O)cc1 (stereo unspecified),-0.6,-4,0,1,-1.3,3.1,-1.2,-3,/,-1
O=C(NCc1cccnc1)c1ccccn1,1.5,-11,8,/,-1.7,2.0,-0.5,-1,/,-11
Cc1ccc(NC(=O)Nc2cnc3ccccc3c2)cc1,4.8,-7,-1,39*,4.5,3.1,-2.2,-1,-11,-6
Cc1ccc(NC(=O)c2ccccc2CCc2ccccc2)c(C)c1,1.3,3,-7,/,2.1,1.4,-0.7,-9,0,-1

Structures above that contain a thiophene ring, fused or not, in the order listed:
SMILES,AddAB inh,PvdQ acylase,Tat transport,Wnt bcat act,Ecoli viability,phage Ecoli inh,CAL PDZ FP,DAGLB inhibitor,PfHsp90 yeast 2,Rtt109 Vps75
COC(=O)c1cc2ccsc2n1Cc1ccccc1F,5.0,-11,1,-3,-0.7,5.3,0.0,-7,9,-9
Cc1ccccc1-c1noc(-c2cccs2)n1,-0.6,-12,-2,18,-2.8,0.8,-1.1,-21,2,0
NC(=O)c1sc2cc(C(F)(F)F)cnc2c1-c1ccccc1,-0.5,24,15,-3,-1.3,5.7,/,-3,7,1
CCOc1ccc(CC(=O)N/N=C/c2sccc2C)cc1,/,-7,4,0,/,1.4,-2.1,-1,26,3
O=C(c1scc2c1CCCC2)N1CCOCC1,1.0,-16,-1,-1,-1.9,-0.2,0.3,0,-10,-2
C(#Cc1c(-c2ccsc2)sc2ccccc12)c1ccsc1,-0.6,6,-13,-3,-0.4,0.6,0.1,-18,1,0
Cc1ccc(N2C(=O)CC(c3ccsc3)C3=C2CC(C)(C)CC3=O)cc1 (stereo unspecified),-0.6,-4,0,1,-1.3,3.1,-1.2,-3,/,-1
